Compound activity: PubChem, National Center for Advancing Translational Sciences (NCATS)
AMA1 RON2 block: qHTS for Inhibitors of AMA1-RON; Towards Development of Antimalarial Drug Lead: Primary Screen. Potency, µM (highest dose often 58.2 µM), for the others: at the top dose activity change, negative = inhibition, usual class: inhibitors. 0.2% of 360,000 active. AlphaScreen AMA1-biotinylated RON2 peptide binding. Plasmodium falciparum AMA1 (3D7) - RON2 peptide interaction;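 further: potency means the concentration at half of the fitted maximal effect; 0% = vehicle wells and -100% = peptide control; nearly all actives have a fitted effect of over 45% in size; some results filed as inactive show a strong effect at the top dose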
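AMA1 (3D7) with his tag at 25 nM final met compounds first, then biotinylated RON2 peptide at 25 nM; detection used donor plus acceptor beads, 10 µg/mL apiece, read by AlphaScreen after 30 min at room temperature.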
Sm TGR inh: qHTS Assay for the Inhibitors of Schistosoma Mansoni Peroxiredoxins. purified TGR, DTNB reduction, TNB absorbance 405 nm. AID 485364, 2010. Schistosoma mansoni thioredoxin glutathione reductase (TGR), Q962Y6. 3% of 360,000 active. Potency, µM (top dose mostly 114 µM), without a hit: at the top dose activity change, negative = inhibition, actives largely listed as inhibitors; further: potency means the concentration at half of the fitted maximal effect; nearly all actives have a fitted effect of over 60% in size
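TGR 20 nM + NADPH 100 uM (dispensed conc.), cpd preinc 15 min RT; start with NADPH (500 uM addition) then DTNB (15 mM addition). Kinetic TNB absorbance, 405 nm filter. Four-parameter Hill fit across titration.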
Giardia FBPA inh: qHTS Assay for Inhibitors of Fructose-1,6-bisphosphate Aldolase from Giardia Lamblia. AID 2451, 2010. 0.71% of 290,000 active. purified Giardia FBPA. Potency, µM (titrated, usually from 59.6 µM), for inactives: at the top dose activity, negative = inhibition, hits mostly inhibitors; further: potency means the concentration at half of the fitted maximal effect; nearly all actives have a fitted effect of over 55% in size
Target sequence (A8B2U2 whole entry, looked up): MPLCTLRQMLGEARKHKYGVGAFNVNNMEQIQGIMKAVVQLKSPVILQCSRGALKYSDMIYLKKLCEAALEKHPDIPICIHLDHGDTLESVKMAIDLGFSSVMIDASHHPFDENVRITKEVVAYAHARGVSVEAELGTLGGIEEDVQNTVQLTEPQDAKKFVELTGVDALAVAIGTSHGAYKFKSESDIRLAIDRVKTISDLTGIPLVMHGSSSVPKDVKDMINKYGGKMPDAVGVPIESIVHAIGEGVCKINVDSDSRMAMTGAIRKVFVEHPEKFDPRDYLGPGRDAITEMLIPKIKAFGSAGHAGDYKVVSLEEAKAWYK
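Giardia FBPA (40 nM reagent) was preincubated 10 min at RT with compound (up to 57.5 uM final), then substrate plus GAPDH/TPI/NAD/arsenate coupling system with diaphorase/resazurin was added; resorufin fluorescence (525/598 nm) was read after 20 min.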
HCMV inh: qHTS Assay for inhibitors of the human cytomegalovirus (HCMV). AID 1259415, 2018. 4.5% of 410,000 active. activity change, negative = inhibition, % at 57.5 µM. HFF cells, HCMV-luciferase reporter, 72 h; stronger effect = lower value; in the data active means activity change below about -60%; inconclusive means no clear call, values can overlap the other calls; inactive means above about -39%
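Cell-based, HFFs, 1000 cells/well, 16 h 37C; cpds in DMSO + HCMV-luc, MOI 1 PFU/cell; 72 h 37C; OneGlo luminescence after 5 min RT; norm. to buffer vs Salinomycin 10uM.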
AmpC inh no detg: qHTS Inhibitors of AmpC Beta-Lactamase (assay without detergent). P00811. AmpC nitrocefin hydrolysis, absorbance 480 nm, 0.0001% Triton. Potency, µM (doses to about 57.1 µM), inactives show top-dose activity change, negative = inhibition, usual class: inhibitors. 0.52% of 330,000 active. AID 485341, 2010;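 further: potency means the concentration at half of the fitted maximal effect; plate controls were no compound for no effect and no enzyme for full effect; nearly all actives have a fitted effect of over 20% in size; some results filed as inactive show a strong effect at the top dose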
Target sequence (P00811 whole entry, looked up): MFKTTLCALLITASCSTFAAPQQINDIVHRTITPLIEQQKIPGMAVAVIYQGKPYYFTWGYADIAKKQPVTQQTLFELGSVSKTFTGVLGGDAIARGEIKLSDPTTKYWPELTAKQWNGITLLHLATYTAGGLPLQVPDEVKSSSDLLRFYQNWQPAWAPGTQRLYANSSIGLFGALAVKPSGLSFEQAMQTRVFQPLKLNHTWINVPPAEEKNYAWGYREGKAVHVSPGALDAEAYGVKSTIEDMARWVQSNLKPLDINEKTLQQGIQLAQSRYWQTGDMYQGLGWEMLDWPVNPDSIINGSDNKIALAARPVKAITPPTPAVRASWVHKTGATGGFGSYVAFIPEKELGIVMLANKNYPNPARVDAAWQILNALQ
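20 mM phosphate pH 7.0 + 0.01% (detergent screen) or 0.0001% Triton X-100; 5.3 nM AmpC reagent; cpd preinc 15 min RT; nitrocefin (800 uM stock) to start; A480 q20 s × 4 min; Activity was normalised to no-enzyme and no-compound control wells.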
AmpC detergent: qHTS Inhibitors of AmpC Beta-Lactamase (assay with detergent); P00811; AmpC hydrolysis of nitrocefin, absorbance 480 nm, 0.01% Triton; Potency, µM (series often up to 114 µM), without a hit: top-dose activity change, negative = inhibition, hits mostly inhibitors; 0.041% of 370,000 active; AID 485294, 2010;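 further: potency means the concentration at half of the fitted maximal effect; 0% = no-compound wells and -100% = no-enzyme wells; nearly all actives have a fitted effect of over 25% in size; some results filed as inactive show a strong effect at the top dose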
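20 mM phosphate pH 7.0 + 0.01% (detergent screen) or 0.0001% Triton X-100; 5.3 nM AmpC reagent; cpd preinc 15 min RT; nitrocefin (800 uM stock) to start; A480 q20 s × 4 min; Activity was normalised to no-enzyme and no-compound control wells.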
* hit, by the source's call; ? = inconclusive; . = not tested or not shown; [ ] = another dose, or the depositor's remark. Unless noted, the call rests on the fitted dose curve; in most records, active means well fitted curve in the direction sought with a large enough effect; inconclusive means small, poorly fitted or top-dose-only effect, or another doubt; inactive means no such curve, though single readings can be large; an effect the other way counts as inactive or inconclusive. Unless noted, on the % scale 0 is the no-effect control and ±100 the full control effect.

SMILES | AMA1 RON2 block | Sm TGR inh | Giardia FBPA inh | HCMV inh | AmpC inh no detg | AmpC detergent
O=C1C(Oc2ccccc2)C(c2cccs2)N1Cc1ccc2c(c1)OCO2 (centres undefined) | 0% | 2% | 9% | -37 | -35% | -2%
CCN(c1cc(C)cc(C)c1)S(=O)(=O)c1nnc(NC(=O)c2cccc(F)c2)s1 | . | -5% | . | ? | . | 22%
O=C(C1CC(=O)N(c2ccc(Cl)cc2)C1)N1CCOCC1 (centres undefined) | -5% | 7% | 8% | -20 | -21% | 5%
Cc1nonc1OCCN1CCN(c2ccc([N+](=O)[O-])cc2)CC1 | -12% | -1% | -2% | -16 | 8% | 0%
O=C1NC(c2cc3c(cc2Cl)OCO3)Oc2ccccc21 (centres undefined) | 3% | -5% | 3% | 18 | -12% | -15%
CC(C)(C)c1ccc(C(=O)NCCOc2ccccc2F)cc1 | 5% | 4% | 1% | -69* | -3% | 0%
Cc1ccc(C)c(NC(=O)c2ccc(OC(=O)c3ccco3)cc2)c1 | -7% | 0% | 2% | 71 | -21% | -4%
COc1ccc(/C=C/C(=O)NC(=S)NNC(=O)c2c(-c3ccccc3)noc2C)cc1 | 71%[activator] | 3% | 7% | -7 | -30% | 3%
CN(C)S(=O)(=O)c1ccc(C(=O)NCc2nnc(SCC(=O)NCc3ccco3)o2)cc1 | -1% | 2% | . | 4 | -18% | -11%
Cc1cc(N2CCN(C(=O)c3ccco3)CC2)c2ccccc2n1 | 29% | 13% | 0% | -13 | -11% | ?
O=C(COc1ccccc1-c1nc(-c2ccccc2)no1)Nc1ccccc1[N+](=O)[O-] | . | -11% | . | -2 | . | -4%
CCOC(=O)C1=C(C)NC2=C(C(=O)CCC2)C1c1coc2ccccc2c1=O (centres undefined) | 1% | -1% | 0% | 93 | -6% | -5%
Cc1cccc2c1c1ccc3c(c1n2C)C(=O)C=CC3=O | -22% | 2.5µM* | ? | 3 | -52% | 5%
CCc1ccc(NC(=O)CCNC(=O)N2C[C@H]3C[C@@H](C2)c2cccc(=O)n2C3)cc1 | 6% | 0% | 3% | 37 | -3% | ?
O=S(=O)(c1ccc2ccccc2c1)N1CCNCC1 | 7% | ? | -9% | . | -11% | -12%
CCc1ccc(NC(=O)NCCCN2CCCC2=O)cc1 | -2% | 14% | 0% | 35 | -4% | 6%
O=S(=O)(c1ccc(Oc2ccc(Br)cc2)cc1)N1CCOCC1 | 0% | -3% | 2% | -73* | 50% | 2%
O=C(c1cc(=O)c2ccccc2o1)N1CCN(c2ccccc2F)CC1 | -19% | 5% | 1% | ? | -10% | 5%
O=C(Nc1cccc(Cl)c1)c1ccncc1 | 11% | 0% | -1% | -5 | -11% | -5%
O=c1[nH]c(O)c(N=Nc2ccc([N+](=O)[O-])cc2)c(=O)[nH]1 | 10% | -5% | -19% | -24 | -7% | ?
Cc1cccc(C(=O)OCC(=O)NC(=O)Cc2ccccc2)c1O | -6% | 4% | . | . | -23% | 1%
Cc1ccc(NC(=O)CCNC(=O)c2ccco2)cc1Cl | 4% | -2% | 8% | 17 | -15% | -3%
CC(Oc1ccccc1)C(=O)Nc1ccc(OCc2cc(=O)n3ccsc3n2)cc1 (centres undefined) | . | -15% | . | -4 | . | 1%
Cc1nc(-c2cccnc2)sc1C(=O)Nc1cccc(C(F)(F)F)c1 | 7% | -2% | -2% | ? | -3% | -7%
COC1=C/C(=C/c2c(O)c(C#N)c3ccccn23)C=CC1=O | 31%[activator] | ? | ? | 71 | -28% | 6%

Remaining list, next part:
SMILES | AMA1 RON2 block | Sm TGR inh | Giardia FBPA inh | HCMV inh | AmpC inh no detg | AmpC detergent
CCS(=O)(=O)N1Cc2ccccc2CC1C(=O)Nc1cccc(OC)c1 (centres undefined) | 12% | -14% | 23% | 51 | -7% | 5%
O=[N+]([O-])c1cccc(S(=O)(=O)NC2CC3CCC2C3)c1 (centres undefined) | -8% | 0% | 6% | -19 | -29% | ?
CCOc1ccc(C(c2c(O)cc(C)n(CCOC)c2=O)N2CCN(c3ccccc3F)CC2)cc1 (centres undefined) | . | 10µM* | . | -4 | . | 10%
O=C(Nc1ccc(F)cc1)C1CCC(N2C(=O)c3ccccc3C2=O)CC1 (centres undefined) | -2% | 9% | 9% | -38 | -17% | -2%
COc1ccc(C[C@@H]2CN3C(=NC[C@@H]3C)N2C[C@H](C)NC(=O)CCC2CCCCC2)cc1 | -4% | 25µM* | -6% | 4 | 25% | -9%
Cc1cc2cc(C#N)c(SCC(=O)Nc3nonc3C)nc2cc1C | 9% | -15% | . | ? | -21% | 5%
CCOC(=O)c1[nH]c(C)c(C(=O)OCC(=O)N(CC)C2CCS(=O)(=O)C2)c1C (centres undefined) | -1% | 10% | 2% | 11 | 26% | -19%
COCCOc1ccc(C(F)(F)F)cc1NC(=O)COC(=O)c1cc[n+]([O-])cc1 | 3% | -7% | . | 0 | 24% | -17%
Cc1cccc(C)c1NC(=S)N1CC(C)OC(C)C1 (centres undefined) | 1% | 31% | 3% | -4 | -8% | 4%
O=C(c1ccco1)N1N=C(c2ccccc2)CC1c1ccc2nccnc2c1 (centres undefined) | 6% | ? | -6% | 9 | 95%[activator] | -1%
O=C1Cc2ccccc2N1c1ccccc1 | -4% | -4%[11.4 µM] | 0% | -30 | -19% | -8%
COC(=O)N/N=C/c1ccc(-c2ccc(Cl)c(Cl)c2)o1 | -10% | 1% | -1% | 16 | 50% | 1%
Cc1nnc(SCC(=O)N(Cc2ccccc2)C(C)(C)C)[nH]c1=O | 0% | . | 13% | -33 | -10% | 8%
CCCCc1sc(-c2c(C#N)c(N)nc3c2CCCCC3)cc1[N+](=O)[O-] | -11% | 17% | -1% | -37 | -23% | -11%
NC(=O)C1Cc2ccccc2CN1C(=O)c1cc(C2CC2)nn1-c1ccccc1 (centres undefined) | -4% | . | . | -77* | 0% | .
CC(C)CCOc1cccc(OCC(=O)O)c1 | -2% | -20% | ? | 26 | -21% | -14%
CCC(CC)NC(=O)c1ccc(Cl)cc1 | 2% | 2% | 5% | -3 | -5% | ?
CCOc1ccc(NC(=O)CSc2nc3ccsc3c(=O)n2CC)cc1 | . | 11% | . | ? | . | 6%
Cc1cc(Cl)c2oc(C(=O)N(C)Cc3cc(C)[nH]n3)c(C)c2c1 | -7% | -3% | . | 63 | 148%[activator] | 3%
COc1ccc(Cl)cc1NC(=O)COC(=O)C1CC(=O)N(Cc2ccccc2)C1 (centres undefined) | 8% | . | . | 0 | 146%[activator] | .
Cc1nnc(SCC(=O)Nc2ccc([N+](=O)[O-])cc2)n1C | -2% | -5% | -8% | -31 | 3% | -16%
CCOC(=O)c1c(-c2ccc(F)cc2)csc1NC(=O)CCN1C(=O)c2ccccc2C1=O | 0%[2.32 µM] | 0% | 4% | 13 | -20% | -5%
CCC(C)(C)NC(=O)C(c1ccc(C)cc1)N(Cc1cccnc1)C(=O)c1csnn1 (centres undefined) | -1% | -6% | 1% | -4 | 18% | 1%
CCNC(=S)N(Cc1cc2c(C)ccc(C)c2[nH]c1=O)C1CCCC1 | 16% | -7%[57.1 µM] | 0% | -32 | 2% | -4%
CC(=O)N1CCN2C(=O)C1CCCC(=O)c1cc(C(C)C)ccc12 (centres undefined) | 12% | 9% | -1% | -67* | -39% | ?

Going on with the list.
SMILES | AMA1 RON2 block | Sm TGR inh | Giardia FBPA inh | HCMV inh | AmpC inh no detg | AmpC detergent
CCOc1ccc(C2C(=O)N(C3CCCCCC3)CC(=O)N2CCc2ccc(Cl)cc2)cc1OC (centres undefined) | . | 2% | . | ? | . | 7%
COc1ccccc1CNC(=O)C/C(C)=N/NC(=O)Cc1ccc(Cl)cc1 | 41%[activator] | -15% | ? | 6 | 6% | -12%
O=c1nc(N2CCOCC2)ccn1-c1nc(-c2ccccc2)sc1-c1ccccc1 | -4% | 6% | 8% | -21 | 64%[activator] | -3%
Cc1cccc(C)c1NC(=O)C1(N(Cc2ccco2)C(=O)c2ccccn2)CCCC1 | 24% | -6% | 5% | 19 | 17% | ?
O=c1c2[nH]c3ccc(F)cc3c2ncn1Cc1ccncc1 | 1% | 8% | 0% | 34 | -9% | 9%
COc1ccc(NC(=O)Nc2ccc3c(c2)C(=O)N([C@H](C)CO)C[C@H](C)[C@@H](CN(C)C(=O)Nc2ccccc2)O3)cc1 | -2% | . | . | 13 | 126%[activator] | .
O=C(NC1CCCCC1)c1ccc(Br)o1 | -11% | -1% | 1% | 8 | -6% | ?
Nc1ncnc(NCc2ccccc2)c1[N+](=O)[O-] | 4% | 0% | -1% | -70* | -14% | -14%
Cc1nnc(SCc2ccc(Cl)cc2)nc1/C=C/N(C)C | 11% | -33% | 2% | 5 | -30% | -3%
COc1ccc(NC(=O)CN2CCN(CC(=O)Nc3ccc(F)cc3)CC2)c(OC)c1 | 6% | ? | 1% | 25 | -9% | -8%
O=C(NCCCc1ccccc1)C1CCC(=O)N(Cc2ccc(Cl)cc2)C1 (centres undefined) | -5% | -3% | 3% | 24 | 168%[activator] | -12%
CCCc1c(C(=O)NNc2cccc(Cl)c2)cnn1-c1ccccc1 | ? | -10% | -13% | ? | -28% | 10%
Cc1cccc(N(C(=O)Cn2nnc3ccccc32)C(C(=O)NC(C)(C)C)c2ccsc2)c1C (centres undefined) | -6% | 2% | 2% | ? | 0.22µM* | 0%
CC(O)CNc1nc2ccccc2n1CC(=O)N1CCN(Cc2ccccc2)CC1 (centres undefined) | 0% | 0% | 5% | -19 | 20% | -15%
O=c1cc(-c2ccco2)oc2c1ccc1ccccc12 | 0% | -22% | 5% | -3 | 3% | 2%

Exported tab-delimited: entries from further up.
compound	AMA1 RON2 block	Sm TGR inh	Giardia FBPA inh	HCMV inh	AmpC inh no detg	AmpC detergent
CCC(C)(C)NC(=O)C(c1ccc(C)cc1)N(Cc1cccnc1)C(=O)c1csnn1 (centres undefined)	-1%	-6%	1%	-4	18%	1%
O=[N+]([O-])c1cccc(S(=O)(=O)NC2CC3CCC2C3)c1 (centres undefined)	-8%	0%	6%	-19	-29%	?

Full records as entered above:
O=C(NCCCc1ccccc1)C1CCC(=O)N(Cc2ccc(Cl)cc2)C1 (centres undefined) as listed: AMA1 RON2 block: -5%; Sm TGR inh: -3%; Giardia FBPA inh: 3%; HCMV inh: 24; AmpC inh no detg: 168%[activator]; AmpC detergent: -12%
CCCc1c(C(=O)NNc2cccc(Cl)c2)cnn1-c1ccccc1 as listed: AMA1 RON2 block: ?; Sm TGR inh: -10%; Giardia FBPA inh: -13%; HCMV inh: ?; AmpC inh no detg: -28%; AmpC detergent: 10%
Cc1cccc(N(C(=O)Cn2nnc3ccccc32)C(C(=O)NC(C)(C)C)c2ccsc2)c1C (centres undefined) as listed: AMA1 RON2 block: -6%; Sm TGR inh: 2%; Giardia FBPA inh: 2%; HCMV inh: ?; AmpC inh no detg: 0.22µM*; AmpC detergent: 0%
